High-throughput results as filed in PubChem.
PfGluPho inh: PfG6PD enzyme inhibitors, primary screen, biochemical, fluorescence intensity, uHTS. inhibition, % at 20 µM. PfGluPho enzyme, NADPH resazurin-diaphorase fluorescence. hit rate 0.78% among 350,000. AID 504690, 2011. glucose-6-phosphate dehydrogenase-6-phosphogluconolactonase (Plasmodium falciparum 3D7);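 active = inhibition reaching at least a set limit at 20 µM in the primary screen, cut at about 59% in these data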;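 also: 0% = DMSO wells with substrate and 100% = DMSO wells lacking glucose-6-phosphate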
SENP7 block: SENP7 protease inhibitors, primary screen, biochemical, luminescence, uHTS; hit rate 1.5% among 330,000; Sentrin-specific protease 7 (Homo sapiens), Q9BQF6; inhibition, % at 5 µM; recombinant SENP7, Z-RLRGG-aminoluciferin luminescence, 40 min;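 active = inhibition above about 50% at the single test dose, limit read from the data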;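 also: plate controls were DMSO with enzyme for no effect and no enzyme buffer wells for full effect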
Target sequence (Q9BQF6 706-1050 limits assumed): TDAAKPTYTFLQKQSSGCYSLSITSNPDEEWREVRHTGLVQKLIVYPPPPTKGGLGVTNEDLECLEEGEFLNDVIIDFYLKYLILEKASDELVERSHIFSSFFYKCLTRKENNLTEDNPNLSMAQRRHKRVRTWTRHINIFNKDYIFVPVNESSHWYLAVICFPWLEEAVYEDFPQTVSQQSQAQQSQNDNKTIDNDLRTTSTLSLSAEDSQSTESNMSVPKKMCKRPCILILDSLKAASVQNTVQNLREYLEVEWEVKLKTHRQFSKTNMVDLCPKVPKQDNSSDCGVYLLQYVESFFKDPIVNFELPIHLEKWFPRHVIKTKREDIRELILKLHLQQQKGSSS
HKDC1 inh: HKDC1 hexokinase inhibitors, primary screen, biochemical, fluorescence, uHTS; hit rate 0.16% among 340,000; recombinant HKDC1, G6PDH/diaphorase resazurin coupled fluorescence; AID 493160, 2011; inhibition, % at 20 µM; Q2TB90;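 active = inhibition above about 35% when tested at 20 µM, limit read from the data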;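 also: plate controls were DMSO wells with enzyme for no effect and DMSO wells lacking enzyme for full effect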
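Assay system: recombinant HKDC1 hexokinase; detection: coupled resazurin fluorescence, excitation 525 nm, emission 613 nm; benchmarks: DMSO-plus-enzyme-mix negative control, buffer-substituted positive control; compound dosing: single 20 µM dose; schedule: 90 min at room temperature in dark; also added: glucose plus 1 mM ATP as hexokinase substrates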
SENP6 inh: SENP6 protease inhibitors, primary screen, biochemical, luminescence, uHTS. Recombinant SENP6 catalytic domain, aminoluciferin luminescence. inhibition, % at 10 µM. hit rate 1.8% among 330,000;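 active = inhibition above about 50% at the single tested dose, limit read from the data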;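 also: plate controls were DMSO wells with enzyme for no effect and DMSO wells lacking enzyme for full effect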
SENP8 block-1: SENP8 protease inhibitors, primary screen, biochemical, luminescence. inhibition, % at 10 µM. Sentrin-specific protease 8 (Homo sapiens), Q96LD8. hit rate 1.2% among 330,000. purified SENP8, Z-RLRGG-aminoluciferin cleavage. AID 2540, 2010; in the data active = inhibition above about 50%
Target sequence (Q96LD8 whole entry, looked up): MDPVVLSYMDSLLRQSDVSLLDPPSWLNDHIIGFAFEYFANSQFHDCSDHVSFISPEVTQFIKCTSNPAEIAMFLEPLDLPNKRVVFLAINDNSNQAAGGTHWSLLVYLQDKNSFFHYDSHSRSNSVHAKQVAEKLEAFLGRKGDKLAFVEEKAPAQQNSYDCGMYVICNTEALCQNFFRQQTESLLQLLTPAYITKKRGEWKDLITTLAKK
NLRP3 yeast inh: NALP3 inflammasome inhibitors in reconstituted yeast, primary screen, luminescence, uHTS; Yeast reconstituted NLRP3/ASC/caspase-1, beta-gal luminescence, 24 h; inhibition, % at 10 µM; hit rate 0.39% among 330,000; AID 2825, 2010;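 active = inhibition of 50% or more; inactive = inhibition below 50%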;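 also: plate controls were induced DMSO wells for no effect and uninduced yeast grown without galactose for full effect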
Apaf-1 inh: inhibitors of human Apaf-1 apoptosome, primary screen, biochemical, DEVD-Rh110 fluorescence, uHTS; Apoptotic protease-activating factor 1 (Homo sapiens), O14727; reconstituted apoptosome caspase-3 activity; inhibition, % at 20 µM; hit rate 0.71% among 330,000; AID 489030, 2010; active = inhibition of at least 40% at 20 µM;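 also: plate controls were DMSO wells for no effect and DEVD-CHO caspase inhibitor wells for full effect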
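Material: reconstituted apoptosome with Apaf-1, cytochrome c, caspase-9, procaspase-3, dATP / Buffer or medium: pH 7.5 Hepes buffer with CHAPS, BSA, DTT / Also added: cytochrome c with DEVD-Rh110 / Schedule: compound with Apaf-1, dATP, procaspase-3 30 min, then 50 min reaction, room temperature / Technique: rhodamine 110 fluorescence at Ex 480/Em 540 nm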
SENP1 FRET inh: human SENP1 catalytic domain inhibitors, primary screen, biochemical, FRET, uHTS; recombinant SENP1 catalytic domain, CyPet-SUMO1-YPet FRET cleavage; hit rate 0.21% among 360,000; Sentrin-specific protease 1 (Homo sapiens), Q9P0U3; inhibition, % at 10 µM; AID 624204, 2012;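 active = inhibition at least 30% at 10 µM, raw YFP signal under a set limit, fluorescence ratio 0.5 to 1.5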;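 also: 0% = enzyme with DMSO and 100% = no enzyme wells; some results filed as inactive read as strong as hits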
Target sequence (Q9P0U3 419-644 limits assumed): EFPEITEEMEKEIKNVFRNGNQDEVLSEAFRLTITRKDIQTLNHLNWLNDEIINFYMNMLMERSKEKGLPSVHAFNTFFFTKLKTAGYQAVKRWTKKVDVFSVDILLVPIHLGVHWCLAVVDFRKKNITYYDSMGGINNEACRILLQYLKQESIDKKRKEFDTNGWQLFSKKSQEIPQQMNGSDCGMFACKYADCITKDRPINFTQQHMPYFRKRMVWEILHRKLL
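Test system: human SENP1 catalytic domain; medium: Tris pH 8 buffer plus EDTA, NaCl, BME, BSA, NP40, catalase; incubation: 50 min reaction at room temperature; technique: FRET, CFP and YFP emission; controls: no-enzyme low control and enzyme-plus-DMSO high control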
SENP8 block-2: human SENP8 protease inhibitors, primary screen, biochemical, fluorescence, Nedd8 protein substrate, uHTS. inhibition, % at 20 µM. Sentrin-specific protease 8 (Homo sapiens), Q96LD8. AID 602440, 2012. recombinant SENP8. hit rate 0.64% among 360,000; in the data active = inhibition mostly above about 40%, no sharp cut-off; inactive = mostly below about 27%
* = called active by the depositor; x = not tested or not shown.

SMILES	PfGluPho inh	SENP7 block	HKDC1 inh	SENP6 inh	SENP8 block-1	NLRP3 yeast inh	Apaf-1 inh	SENP1 FRET inh	SENP8 block-2
COc1ccc(Cl)cc1NC(=O)CN(C)C(=O)c1cc2c(s1)CCC(C)C2 (stereo not drawn)	17	2	10	-15	-9	-6	27	0	2
COc1cccc(CCC(=O)N(C)C2CCCN(Cc3ccccc3F)C2)c1 (stereo not drawn)	-10	-1	-4	-5	-3	4	0	-2	14
O=C(O)c1ccc(N/N=C/C=C/c2ccccc2)cc1	-7	92*	-3	98*	95*	10	-11	-32	-216
CCN(CC)CCN(Cc1cc2ccc(C)cc2[nH]c1=O)C(=O)NC1CCCCC1	1	-1	-1	-15	-6	22	1	-3	-36
Nc1nc(Cn2nnc(-c3ccccc3F)n2)nc(N2CCOCC2)n1	-1	-7	-2	-10	-5	14	1	0	24
COc1cccc(C(=O)NC(=S)Nc2ccc(N3CCCC3)cc2)c1	15	-3	4	19	11	8	26	7	27
CC1CCCN(S(=O)(=O)c2ccc(-c3ccc(=O)[nH]n3)o2)C1 (stereo not drawn)	-11	-12	-5	-7	-6	2	3	1	-30
CC1=NN(c2ccc(C)c(C)c2)C(=O)/C1=C/c1ccc2c(c1)n(C)c(=O)n2C	-2	21	9	14	2	13	94*	1	29
Cc1cc(Nc2ccc3c(c2)OCCO3)c2cc(Cl)ccc2n1	7	-12	-8	-6	-12	17	15	1	14
COCCn1c(C)cc(C(=O)CSc2nc3nc(C)cc(C)n3n2)c1C	2	8	-8	-18	-5	-5	11	0	15
COc1cccc(OCCOc2ccc(/C=C3/SC(=S)NC3=O)cc2)c1	30	x	6	x	x	x	x	3	27
CNc1ccc(S(=O)(=O)NCC(=O)OC(C)C(=O)N(C)Cc2ccccc2)cc1[N+](=O)[O-] (stereo not drawn)	3	3	3	4	-8	22	6	4	10
Cc1ccc(Cl)cc1-n1ncc2c(NNC(=O)c3ccco3)ncnc21	8	10	-9	10	-3	6	2	-24	11
CC(=O)c1cccc(NC(=O)CCNS(=O)(=O)c2cccc3nonc23)c1	8	4	-2	-15	1	17	11	2	16
Cc1cc(O)c2c(c1)CC1C3CCC4CC(=O)CCC4(C)C3CC(=O)C21C (stereo not drawn)	7	x	-3	x	x	x	x	5	8
Cc1noc(C)c1-c1nnc(-c2ccc(OC(F)(F)F)cc2)o1	4	8	-2	11	-2	10	7	2	18
Cc1nnc(NC(=O)CN2CCN(Cc3ccccc3Cl)CC2)s1	15	6	-3	-5	-2	19	-13	-1	8
CN([C@@H](C(=O)OC(C)(C)C)c1ccccc1)S(=O)(=O)c1cccc(S(=O)(=O)N(C)[C@@H](C(=O)OC(C)(C)C)c2ccccc2)c1	8	-7	-2	3	-1	12	10	2	10
O=C(/C=C/c1cccs1)NCc1ccccc1	3	-9	0	15	-17	33	4	1	4
COc1ccccc1CNC(=S)NC1CCCCC1	-8	9	1	-29	-3	3	6	3	11
Cc1ccc2c(C(=O)CN3CCCC(C)C3)c(C)[nH]c2c1 (stereo not drawn)	-4	13	-3	15	8	-7	9	3	9
Cc1[nH]n(-c2ccccc2)c(=O)c1C(=O)Nc1ccccc1	-7	4	-3	9	4	3	6	3	7
Cc1cc([N+](=O)[O-])nn1CCCC(=O)Nc1ccc(Cl)cc1Cl	6	6	-3	1	3	8	-8	3	15
CC1CCCN(C(=O)Cn2c(=O)oc3cc(S(=O)(=O)N4CCCCC4C)ccc32)C1 (stereo not drawn)	-5	x	-7	x	x	x	x	1	12
c1cc2c3c(cccc3c1)NC1(CCCC1)N2	18	x	22	x	x	x	x	-73	-491
COc1ccc(CN2CCN(Cc3cccc4nonc34)CC2CCO)c(C)c1C (stereo not drawn)	0	7	-4	-5	5	5	-9	1	26
O=C(N/N=C/c1cccc([N+](=O)[O-])c1)c1c[nH]c2ccccc12	35	4	-2	-7	-11	16	4	3	30
CC(C)N(Cc1nc(-c2ccccc2)no1)C(=O)CN1C(=O)c2ccccc2C1=O	3	2	2	14	1	9	-5	1	21
C=CCNc1nc(N)c([N+](=O)[O-])c(N2CCCCCC2)n1	-24	1	-1	-15	-1	33	1	1	22

15 entries from above, with values under each structure:
Every second line gives: PfGluPho inh, SENP7 block, HKDC1 inh, SENP6 inh, SENP8 block-1, NLRP3 yeast inh, Apaf-1 inh, SENP1 FRET inh, SENP8 block-2
COc1ccc(Cl)cc1NC(=O)CN(C)C(=O)c1cc2c(s1)CCC(C)C2 (stereo not drawn)
 : 17, 2, 10, -15, -9, -6, 27, 0, 2
COc1cccc(CCC(=O)N(C)C2CCCN(Cc3ccccc3F)C2)c1 (stereo not drawn)
 : -10, -1, -4, -5, -3, 4, 0, -2, 14
O=C(O)c1ccc(N/N=C/C=C/c2ccccc2)cc1
 : -7, 92*, -3, 98*, 95*, 10, -11, -32, -216
CCN(CC)CCN(Cc1cc2ccc(C)cc2[nH]c1=O)C(=O)NC1CCCCC1
 : 1, -1, -1, -15, -6, 22, 1, -3, -36
Nc1nc(Cn2nnc(-c3ccccc3F)n2)nc(N2CCOCC2)n1
 : -1, -7, -2, -10, -5, 14, 1, 0, 24
COc1cccc(C(=O)NC(=S)Nc2ccc(N3CCCC3)cc2)c1
 : 15, -3, 4, 19, 11, 8, 26, 7, 27
CC1CCCN(S(=O)(=O)c2ccc(-c3ccc(=O)[nH]n3)o2)C1 (stereo not drawn)
 : -11, -12, -5, -7, -6, 2, 3, 1, -30
CC1=NN(c2ccc(C)c(C)c2)C(=O)/C1=C/c1ccc2c(c1)n(C)c(=O)n2C
 : -2, 21, 9, 14, 2, 13, 94*, 1, 29
Cc1cc(Nc2ccc3c(c2)OCCO3)c2cc(Cl)ccc2n1
 : 7, -12, -8, -6, -12, 17, 15, 1, 14
COCCn1c(C)cc(C(=O)CSc2nc3nc(C)cc(C)n3n2)c1C
 : 2, 8, -8, -18, -5, -5, 11, 0, 15
COc1cccc(OCCOc2ccc(/C=C3/SC(=S)NC3=O)cc2)c1
 : 30, x, 6, x, x, x, x, 3, 27
CNc1ccc(S(=O)(=O)NCC(=O)OC(C)C(=O)N(C)Cc2ccccc2)cc1[N+](=O)[O-] (stereo not drawn)
 : 3, 3, 3, 4, -8, 22, 6, 4, 10
Cc1ccc(Cl)cc1-n1ncc2c(NNC(=O)c3ccco3)ncnc21
 : 8, 10, -9, 10, -3, 6, 2, -24, 11
CC(=O)c1cccc(NC(=O)CCNS(=O)(=O)c2cccc3nonc23)c1
 : 8, 4, -2, -15, 1, 17, 11, 2, 16
Cc1cc(O)c2c(c1)CC1C3CCC4CC(=O)CCC4(C)C3CC(=O)C21C (stereo not drawn)
 : 7, x, -3, x, x, x, x, 5, 8

Rows are unselected. About 4.1% of those tested had a hit in this group.
